Screening data as filed in PubChem BioAssay.
GPR7 antagonist: blocks human GPR7 receptor signaling; GPR7-expressing cells, fluorescence antagonist assay; inhibition, % at 4.4 µM; actives 1.1% (n = 290,000); in the data active = inhibition above about 16%, passing the limit was not always enough;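 note: cells stimulated with the agonist NPW; 0% = agonist with vehicle and 100% = vehicle without agonist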
Target sequence (P48145 whole entry, looked up): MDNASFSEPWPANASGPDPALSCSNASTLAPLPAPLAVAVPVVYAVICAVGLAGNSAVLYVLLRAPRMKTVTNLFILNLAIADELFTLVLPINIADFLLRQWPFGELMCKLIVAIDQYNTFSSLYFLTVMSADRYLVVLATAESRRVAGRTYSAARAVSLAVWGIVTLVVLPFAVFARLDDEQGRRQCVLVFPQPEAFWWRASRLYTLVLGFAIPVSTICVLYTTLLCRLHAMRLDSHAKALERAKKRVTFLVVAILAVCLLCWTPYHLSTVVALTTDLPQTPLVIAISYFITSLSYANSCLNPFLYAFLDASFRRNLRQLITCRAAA
OXTR potentiator: potentiates the human oxytocin receptor response | actives 0.061% (n = 320,000) | P30559 | activation, % at 3 µM | CHO-OTR cells, Fluo-8 calcium fluorescence, potentiator mode; 0% = oxytocin EC15, 100% = EC100;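 active = activation above that plate's cutoff, the mean activation of tested compounds plus 3 SD, cut at about 6.6% in these data, passing the limit was not always enough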;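 note: 100% uses oxytocin at 75 nM as the full agonist control; some results filed as inactive read as strong as hits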
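Assay system: CHO cell line stably expressing human OTR | Also added: Oxytocin at about EC15, sub-maximal agonist stimulus | Times: Compound 6 min at room temperature before oxytocin, 100 s read | Measured by: Fluo-8 intracellular calcium fluorescence, ex 470-495, em 515-575 nm | Controls: EC15 oxytocin alone as 0%, 75 nM oxytocin as 100%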
OXTR ag: agonists of human oxytocin receptor. CHO-OTR cells, Fluo-8 calcium fluorescence; normalized: DMSO 0%, oxytocin 100%. P30559. activation, % at 3 µM. AID 2435. actives 0.32% (n = 320,000);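 active = activation above the mean of all tested compounds plus 3 SD, cutoff set per screening run, cut at about 20% in these data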;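 note: peak over basal fluorescence ratio from a 100 s FLIPR kinetic read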
GalR3 antag: antagonists of human GalR3 | inhibition, % at 3 µM | actives 0.44% (n = 360,000) | HEK293 GalR3-CNG cAMP membrane potential fluorescence; galR3 body fused to GalR1 C-terminus | O60755;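 active = inhibition above the screen-wide average plus 3 SD, cut at about 13% in these data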;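 note: forskolin and galanin both at EC90 stimulate the cells; cAMP rise reported by CNG channel membrane potential dye signal; 0% = forskolin plus galanin with DMSO and 100% = forskolin alone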
Target sequence (O60755 1-299 limits assumed): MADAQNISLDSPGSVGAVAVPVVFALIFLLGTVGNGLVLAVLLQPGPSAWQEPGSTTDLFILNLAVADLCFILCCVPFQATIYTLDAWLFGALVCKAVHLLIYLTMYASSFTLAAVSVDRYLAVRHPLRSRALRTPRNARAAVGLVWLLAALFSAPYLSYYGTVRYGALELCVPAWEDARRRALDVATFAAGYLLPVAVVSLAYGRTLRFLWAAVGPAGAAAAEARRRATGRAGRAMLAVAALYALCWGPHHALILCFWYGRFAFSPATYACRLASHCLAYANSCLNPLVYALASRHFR
MEKK2mut PB1 HTS: signal of MEK5 binding to mutant human MEKK2 PB1 domain; bead flow cytometry, Alexa488-MEK5 binding to MEKK2 mutant; percent response, % at 10 µM; actives 0.35% (n = 290,000); in the data active = percent response above about 24%, passing the limit was not always enough; note: inactives centre near 1; some results filed as inactive read as strong as hits
PfM18AAP inh: PfM18AAP enzyme inhibition. recombinant PfM18AAP, H-Glu-NHMec fluorogenic cleavage. actives 1.2% (n = 290,000). inhibition, % at 7.35 µM;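 active = inhibition above the campaign mean inhibition over all tested compounds plus 3 SD, cut at about 28% in these data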;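 note: 0% = plate median of test compound wells and 100% = 2 mM ZnCl2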
V1aR counter: activates human V1a receptor in oxytocin agonist counter-screen; actives 0.25% (n = 320,000); P37288; activation, % at 3 µM; CHO-V1R cells, Fluo-8 calcium fluorescence, agonist mode; 0% DMSO, 100% 3 nM vasopressin;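 active = activation above the mean activation of all tested compounds plus 3 SD, per screening run, cut at about 20% in these data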;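 note: signal is peak over basal fluorescence ratio across a 100 second FLIPR read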
Target sequence (P37288 whole entry, looked up): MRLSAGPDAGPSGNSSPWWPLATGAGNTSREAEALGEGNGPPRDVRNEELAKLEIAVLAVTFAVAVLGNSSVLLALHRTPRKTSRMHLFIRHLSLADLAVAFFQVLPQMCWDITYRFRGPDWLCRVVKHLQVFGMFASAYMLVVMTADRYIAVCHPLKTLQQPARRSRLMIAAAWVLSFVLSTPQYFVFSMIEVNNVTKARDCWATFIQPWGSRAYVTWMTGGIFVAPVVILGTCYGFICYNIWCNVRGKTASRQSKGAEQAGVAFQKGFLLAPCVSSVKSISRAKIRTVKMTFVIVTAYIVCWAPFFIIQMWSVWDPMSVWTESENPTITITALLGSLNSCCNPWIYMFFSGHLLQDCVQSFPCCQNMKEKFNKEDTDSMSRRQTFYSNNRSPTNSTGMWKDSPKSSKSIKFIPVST
MEKK2 WT-MEK5: raises or lowers MEK5 binding to wildtype human MEKK2 PB1 domain | Q9Y2U5 | bead flow cytometry, Alexa488-MEK5 binding to MEKK2 WT; actives lie on both sides | binding response (% of control), % at 10 µM | actives 1.1% (n = 290,000) | AID 1531; in the data active = binding response below about 67% or above about 130%
NALP1 inh: blocks the NALP1 inflammasome reconstituted in yeast | AID 2071 | S. cerevisiae NALP1/ASC/caspase-1 growth, X-gal OD620, 72 h | actives 0.61% (n = 280,000) | inhibition, % at 10 µM; in the data active = inhibition mostly above about 24%, no sharp cut-off; inactive = mostly below about 32%; note: some compounds called inactive have numbers as strong as hits
* = called active by the depositor; nt = not tested or not shown.

SMILES | GPR7 antagonist | OXTR potentiator | OXTR ag | GalR3 antag | MEKK2mut PB1 HTS | PfM18AAP inh | V1aR counter | MEKK2 WT-MEK5 | NALP1 inh
CCn1cc(C(=O)N(C)c2cc(C)ccc2OC)c2cc(OC)c(OC)cc2c1=O | 16 | -8 | -1.7 | -6 | 2 | 6 | 0.0 | 107 | 0
O=C(CN1C(=O)NC2(CCCCC2)C1=O)N1CCN(S(=O)(=O)c2ccccc2)CC1 | -9 | -14 | 0.7 | 3 | 0 | 2 | 0.4 | 96 | -11
CS(=O)(=O)c1ccc(-c2sc3ccccc3c2C(=O)NCCCN2CCOCC2)cc1 | nt | 0 | 0.6 | -3 | nt | nt | 0.3 | nt | nt
Cn1nc2c(c1C(=O)N1CCCC(C(=O)c3cc(F)ccc3F)C1)CCCC2 (stereo unspecified) | -15 | -5 | 1.7 | -3 | 0 | 1 | 4.6 | 101 | -2
COc1cccc(-c2cc3onc(-c4ccccc4)c3c(=O)n2C)c1 | nt | -9 | 0.1 | -4 | nt | nt | 0.6 | nt | nt
Cc1cc(=O)c(C(=O)O)nn1-c1ccccc1[N+](=O)[O-] | -7 | 0 | 0.1 | -5 | 14 | 3 | 1.4 | 111 | 8
Cc1oc(-c2cccs2)nc1CS(=O)CC(=O)NCc1ccc2c(c1)OCO2 (stereo unspecified) | -9 | -1 | -0.2 | -1 | -2 | 6 | -1.7 | 99 | nt
COc1ccc(-c2nc(CSCC(=O)N3CCN(C4CCCCC4)CC3)c(C)o2)cc1OC | 11 | -7 | -1.2 | 3 | 2 | -11 | -0.8 | 101 | nt
CCN(CC)C(=S)Nc1ccc([N+](=O)[O-])cc1 | 2 | -5 | -0.6 | -1 | -2 | 13 | 1.0 | 96 | 35
Cc1cc(C)c(S(=O)(=O)n2cc(C(C)C(N)C(=O)O)c3ccccc32)c(C)c1 (stereo unspecified) | nt | -10 | -0.9 | -6 | nt | nt | 0.2 | nt | nt
O=C(Cc1ccc([N+](=O)[O-])cc1)N1N=C2CCCCC2C1(O)C(F)(F)F (stereo unspecified) | 16 | -6 | -2.9 | -4 | -6 | 3 | 0.2 | 91 | 18
CC(C)(C)C(=O)NC(=S)NCc1ccccc1 | 7 | -1 | -1.7 | -3 | 1 | -8 | 0.0 | 105 | 34
COc1cccc(CN2C(=O)N(C(C)C)C(N(O)C(=O)NC(C)C)C2(C)C)c1OC (stereo unspecified) | -3 | -20 | 0.0 | 4 | -4 | 23 | -0.3 | 100 | 13
Cc1cnc(C(=O)N2CCCC(N3CCN(c4cccc(C(F)(F)F)c4)CC3)C2)cn1 (stereo unspecified) | -19 | 1 | -2.1 | -4 | 7 | -11 | -0.1 | 111 | 7
CCc1ccccc1S(=O)(=O)Cc1ccc(C(=O)NCc2cccs2)o1 | -7 | -11 | 1.4 | -8 | -1 | 3 | 0.8 | 105 | 27
COc1ccc(S(=O)(=O)N2CCC(C(=O)Nc3cccc(Cl)c3)CC2)cc1OC | -1 | -10 | 8.3 | -10 | 4 | 4 | 9.3 | 106 | -3
COc1ccc(C(C(=O)NC2CCCC2)N(C(=O)c2ccco2)c2cc3c(cc2C(C)=O)OCO3)cc1 (stereo unspecified) | -2 | -6 | 0.8 | -6 | -4 | 2 | -0.9 | 95 | 16
COc1ccc(CNc2oc(-c3ccccc3)nc2C#N)cc1 | 5 | -6 | -1.5 | -3 | 1 | -4 | -0.8 | 104 | nt
CSc1ccccc1C(=O)Nc1cccc(C)c1 | 10 | -5 | -1.8 | -3 | 8 | -7 | -0.7 | 109 | 3
CC(C)CC(=O)NC(=S)Nc1ccc(N2CCN(C(=O)c3cccs3)CC2)cc1 | 14 | -16 | 7.4 | -7 | -7 | -1 | 4.8 | 98 | nt
Cc1cc(C(=O)N2CCC(C(N)=O)CC2)c(C)o1 | nt | 0 | 1.2 | -5 | nt | nt | 0.5 | nt | nt
Cc1ccccc1S(=O)(=O)NC1OC(=O)C(Cl)=C1Cl (stereo unspecified) | 2 | 0 | -0.8 | 0 | -4 | 14 | 0.5 | 94 | 14
CCN(c1ccccc1)S(=O)(=O)c1cccc(C(=O)Nc2ccc(C)cn2)c1 | -23 | 3 | -2.0 | -3 | 5 | 4 | -0.9 | 105 | 16
COc1ccc(S(=O)(=O)N2CCN(C(=O)c3cccs3)CC2)cc1OC | nt | -8 | -0.2 | nt | -3 | nt | 0.0 | 108 | 16
CCn1cc(C(=O)O)c(=O)c2cc(F)c(N3CCN(C(=S)NC(=O)c4cccc(F)c4)CC3)cc21 | -2 | -4 | 0.8 | -2 | -8 | -2 | 0.1 | 93 | nt

Next compounds:
SMILES | GPR7 antagonist | OXTR potentiator | OXTR ag | GalR3 antag | MEKK2mut PB1 HTS | PfM18AAP inh | V1aR counter | MEKK2 WT-MEK5 | NALP1 inh
CC(C)(C)c1ccc(C(=O)NNC(=S)NC(=O)c2cccnc2)cc1 | -10 | 2 | 7.6 | -5 | -1 | 0 | 13 | 99 | -3
CC(C)c1ccc2[nH]c3c(c2c1)CCC/C3=N\NC(=O)c1ccncc1 | -23 | 1 | -2.3 | -6 | -15 | 1 | -0.5 | 95 | 18
Cc1ccc(OCC(=O)N2CCN(S(=O)(=O)c3ccccc3[N+](=O)[O-])CC2)cc1 | -2 | -1 | -0.5 | -6 | -3 | 6 | -0.3 | 92 | 8
COc1ccc(C(=O)O)cc1S(=O)(=O)Nc1ccccc1-c1ccccc1 | -1 | -5 | 2.4 | -6 | 3 | -2 | 0.8 | 108 | 13
CC(=O)NC(C)(C)C1CC=C(C)/C(=N\O)C1 (stereo unspecified) | -7 | -2 | 0.5 | -4 | -4 | 3 | -0.1 | 98 | 10
COc1ccc(NC(=O)c2oc3ccccc3c2NC(=O)c2ccco2)c(OC)c1 | -13 | -9 | -1.1 | -8 | 5 | -11 | 0.3 | 106 | 4
Cc1ccc(C(=O)NNC(=O)CCC(=O)Nc2cccc(Cl)c2C)cc1 | -10 | 2 | -1.9 | -3 | 0 | 1 | 0.1 | 106 | 12
Cc1cccc(N(C(=O)c2snc(C(N)=O)c2N)C(C(=O)NC2CCCC2)c2ccc(C)o2)c1 (stereo unspecified) | 9 | -12 | -1.4 | -10 | -1 | -8 | -0.1 | 93 | -7
CC1CCCCN1C(=O)CSc1nnc(-c2cccnc2)o1 (stereo unspecified) | 3 | -11 | -0.4 | -9 | -1 | 0 | 0.1 | 97 | 4
COc1cc(OC)cc(C(=O)NCCSCc2ccc(Cl)cc2)c1 | -1 | -7 | -0.2 | -11 | 11 | -4 | 0.5 | 109 | 7
COc1cccc(Nc2nnc(SCc3nc4ccccc4s3)s2)c1 | -6 | -8 | -0.8 | -2 | -1 | 4 | 0.8 | 93 | 35
CCN(c1ccccc1)S(=O)(=O)c1cccc(C(=O)O)c1 | -6 | -3 | 0.2 | -1 | -8 | 0 | -0.8 | 91 | -39
Cc1ccc2c(c1)C(c1ccc([N+](=O)[O-])cc1)=NNC(c1ccc(Br)cc1)=N2 | 17 | -4 | -1.6 | -6 | -1 | 1 | -0.9 | 105 | 23
CC(OC(=O)c1ccc2ccccc2c1)C(=O)N(C)Cc1ccccc1 (stereo unspecified) | nt | -5 | 0.1 | -6 | nt | nt | 2.5 | nt | nt
O=C(O/N=C\c1ccc(N2CCCCC2)c([N+](=O)[O-])c1)c1cccc(Cl)c1 | 1 | -4 | -0.6 | -3 | nt | 0 | -0.1 | nt | 6
O=C(c1ccc(F)cc1F)N1CCCC(c2nc(-c3cccs3)no2)C1 (stereo unspecified) | 8 | -8 | 0.9 | -11 | -6 | -3 | 2.0 | 97 | 15
O=C(Cc1nn[nH]n1)Nc1ccc(F)cc1F | -8 | -4 | 0.2 | -4 | 0 | -7 | -0.8 | 103 | 11
COc1ccc(/C=C2/SC(=S)N(Cc3ccccc3)C2=O)cc1O | -18 | nt | nt | -4 | -14 | 23 | nt | 81 | 19
CC(C)(C)c1cc(CCC(=O)N2CCC2)cc(C(C)(C)C)c1O | 7 | -9 | -1.1 | -5 | 25* | 1 | -0.7 | 118 | -2
CCC(c1nnnn1Cc1ccc2c(c1)OCO2)N1CCN(c2ccc(F)cc2)CC1 (stereo unspecified) | 23 | -17 | -0.3 | -8 | nt | -2 | 3.9 | nt | 2
C=CCSc1nc2c(c(=O)[nH]1)C(C(C)C)C(C#N)=C(N)O2 (stereo unspecified) | -14 | 10 | 0.5 | -4 | -1 | -4 | 0.0 | 97 | 22
CN(C)Cc1c(C(=O)N/N=C/c2ccc(-c3ccccc3)cc2)nnn1-c1nonc1N | -3 | -7 | 0.3 | 1 | -2 | -5 | 0.3 | 100 | 34
O=C1CCC(C(=O)OCC(=O)c2ccccc2)N1 (stereo unspecified) | -11 | -7 | 0.7 | -4 | -2 | -13 | 1.6 | 97 | -3
C#CCN(C(=O)c1ccc(OC2CCN(Cc3ccccn3)CC2)cc1)C1CCCCC1 | 4 | -16 | 0.9 | 1 | 3 | 10 | 1.9 | 104 | -7
N#CCC(=O)NCCCc1ccccc1 | -5 | -5 | 1.2 | -8 | -3 | -4 | 0.5 | 91 | 27

(continued)
SMILES | GPR7 antagonist | OXTR potentiator | OXTR ag | GalR3 antag | MEKK2mut PB1 HTS | PfM18AAP inh | V1aR counter | MEKK2 WT-MEK5 | NALP1 inh
CCCCSc1nnc([C@@H](NC(=O)OC(C)(C)C)C(C)C)o1 | 3 | -1 | -1.7 | -5 | -4 | 1 | -1.3 | 97 | 6
CC1=C(C(=O)OCc2ccccc2)C(c2ccccc2Br)NC(=O)N1 (stereo unspecified) | -10 | -11 | -1.6 | -4 | -2 | -6 | 0.0 | 95 | -6
CCOC(=O)C1(Cc2ccc(OC)cc2)CCN(C(=O)c2cc(C)nn2C)CC1 | -8 | -7 | 3.9 | -9 | -2 | -8 | 5.0 | 103 | 6
CNc1nc(SC)nc(N(C)C#N)n1 | -11 | -10 | -0.5 | -5 | -5 | -3 | 1.1 | 94 | 4
CCOc1cc(C)c(S(=O)(=O)Nc2ccc(F)cc2)cc1C | -7 | -8 | 0.4 | -6 | -1 | -3 | 0.8 | 94 | 22
CC(=O)c1c(C)[nH]c(C(=O)OCC(=O)c2c(N)n(C)c(=O)n(C)c2=O)c1C | -4 | -4 | 1.1 | nt | 1 | 5 | 0.9 | 105 | 13
CN(c1ccccc1)S(=O)(=O)c1ccc(C(=O)Nc2nnc(-c3ccc(F)cc3)o2)cc1 | -2 | -7 | 0.0 | nt | 1 | -4 | 0.6 | 104 | -7
O=C(O)CCCC(=O)NCc1c(Cl)cccc1Sc1ccc(Cl)cc1 | -4 | -2 | 1.6 | -4 | -21 | 1 | 0.5 | 91 | 17
CCN(CC)c1ccc(/C=N/NC(=O)CNC(=O)C2COc3ccccc3O2)c(O)c1 (stereo unspecified) | -8 | -4 | -1.5 | -3 | 6 | 20 | -1.0 | 104 | 4
CC1CCN(CCC(=O)Nc2ccc3c(c2)OCCO3)CC1 | -12 | -2 | 1.0 | nt | -1 | 3 | -0.4 | 99 | 7
CC(C)=CCSc1nnc(CCNC(=O)OC(C)(C)C)o1 | -4 | -5 | -1.1 | -1 | -6 | 2 | 0.2 | 87 | 21
CCOc1cc(/C=N/n2c(C)nc3ccccc3c2=O)ccc1O | -9 | -8 | -0.7 | -8 | 4 | 4 | 0.3 | 107 | -18

2 compounds from above with just NALP1 inh, MEKK2mut PB1 HTS and GPR7 antagonist.
Molecule | NALP1 inh | MEKK2mut PB1 HTS | GPR7 antagonist
CC1CCN(CCC(=O)Nc2ccc3c(c2)OCCO3)CC1 | 7 | -1 | -12
CC(=O)c1c(C)[nH]c(C(=O)OCC(=O)c2c(N)n(C)c(=O)n(C)c2=O)c1C | 13 | 1 | -4
